TEAD-YAP inh: TEAD-YAP interaction inhibition. HEK-TIYL cells, TEAD-Gal4/YAP UAS-luciferase luminescence. inhibition, % at 9.12 µM. 640,000 compounds, 1.4% hits; in the data active = inhibition above about 32%;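 also: 0% = median of test compound wells and 100% = reference inhibitor wells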
FBW7 act: activators of human E3 ligase FBW7; AlphaScreen FBW7–phospho-cyclin E peptide binding, activator screen; normalized activity (activation), % at 26.1 µM; 650,000 compounds, 0.13% hits; AID 1259310; in the data active = normalized activity above about 1.9%;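 also: purified mutant Fbw7 with reduced substrate affinity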
Target sequence (Q969H0 whole entry, looked up): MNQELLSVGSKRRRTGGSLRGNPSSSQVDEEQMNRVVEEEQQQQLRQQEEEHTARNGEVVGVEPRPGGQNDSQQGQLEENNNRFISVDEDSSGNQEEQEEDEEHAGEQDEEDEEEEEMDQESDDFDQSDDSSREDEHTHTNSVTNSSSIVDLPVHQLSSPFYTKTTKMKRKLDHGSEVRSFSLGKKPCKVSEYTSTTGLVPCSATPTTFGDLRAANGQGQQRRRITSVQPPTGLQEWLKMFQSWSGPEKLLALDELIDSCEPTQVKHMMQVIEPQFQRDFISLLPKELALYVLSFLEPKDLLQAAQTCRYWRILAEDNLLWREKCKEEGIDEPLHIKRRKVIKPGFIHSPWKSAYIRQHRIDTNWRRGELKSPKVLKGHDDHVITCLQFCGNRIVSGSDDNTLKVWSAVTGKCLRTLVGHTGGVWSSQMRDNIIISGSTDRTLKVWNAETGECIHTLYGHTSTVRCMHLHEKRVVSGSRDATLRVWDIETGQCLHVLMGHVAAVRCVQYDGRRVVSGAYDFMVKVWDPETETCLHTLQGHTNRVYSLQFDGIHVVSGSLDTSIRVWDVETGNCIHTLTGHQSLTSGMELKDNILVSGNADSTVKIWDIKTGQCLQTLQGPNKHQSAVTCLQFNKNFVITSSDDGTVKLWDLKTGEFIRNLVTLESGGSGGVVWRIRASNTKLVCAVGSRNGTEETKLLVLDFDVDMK
MITF primary: human MITF inhibition, primary screen. O75030. AlphaScreen MITF homodimerization, bead proximity signal. inhibition, % at 2.6 µM. 650,000 compounds, 0.91% hits. AID 1259374; in the data active = inhibition above about 50%;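 also: 0% = vehicle wells with protein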
GPR151 activ: activators of human GPR151. 650,000 compounds, 1% hits. activation, % at 11.2 µM. Q8TDV0. PathHunter beta-arrestin GPR151 cells, luminescence; in the data active = activation above about 4.9%;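 also: 0% = median of compound wells and 100% = cells with positive control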
Numbers without * were called inactive; & = joins results of further samples. Compounds as they come. Share with any hit: about 3.5%.

Start of the listing, in advance (5 entries):
SMILES	TEAD-YAP inh	FBW7 act	MITF primary	GPR151 activ
COc1cc(Br)cc(/C=N/NC(=O)Cc2ccccc2)c1O	0	-0.4	8	0.0
Clc1ccc(-c2csc(Nc3ccccc3)n2)cc1	-73	-0.1	10	0.8
Cc1nc2cc(N=Cc3ccccc3O)ccc2n1C	8&0	-0.2&0.1	-7&18	0.7&1.3
O=C(NCCN1CCOCC1)c1ccc2c(c1)N(Cc1ccc(F)cc1)C(=O)CS2	-2	0.0	-4	1.7
COc1ccc2[nH]c3c(c2c1)CCn1c-3nc2sc3c(c2c1=N)CCCC3	7	0.3	3	-0.7

Results, previewed entries included:
SMILES	TEAD-YAP inh	FBW7 act	MITF primary	GPR151 activ
COc1cc(Br)cc(/C=N/NC(=O)Cc2ccccc2)c1O	0	-0.4	8	0.0
Clc1ccc(-c2csc(Nc3ccccc3)n2)cc1	-73	-0.1	10	0.8
Cc1nc2cc(N=Cc3ccccc3O)ccc2n1C	8&0	-0.2&0.1	-7&18	0.7&1.3
O=C(NCCN1CCOCC1)c1ccc2c(c1)N(Cc1ccc(F)cc1)C(=O)CS2	-2	0.0	-4	1.7
COc1ccc2[nH]c3c(c2c1)CCn1c-3nc2sc3c(c2c1=N)CCCC3	7	0.3	3	-0.7
O=C(O)c1ccc(N/N=C/c2ccncc2)cc1	2	0.2	11	-5.5
CCOC(=O)N1CCC(N(CCOC)C(=S)Nc2ccccc2CC)CC1	-1	-0.2	7	-0.1
COc1ccc(NS(C)(=O)=O)c(OC)c1	1	-0.1	0	-1.4
O=C(CSc1nc2c(cnn2-c2ccc(F)cc2)c(=O)[nH]1)N1CCCCCC1	-9	-0.1	-3	0.8
COc1ccc(C2(C(=O)Nc3ccccc3Cl)CCCC2)cc1OC	0	0.0	7	-0.3
COc1ccccc1/C=C/C(=O)n1cnc2ccccc21	-15	-0.1	-10	0.5
Cc1ccc(NC(=O)c2cc(Cl)cc([N+](=O)[O-])c2O)c(C)c1	-13	-0.2	18	-0.7
O=C(Nc1ccc(Oc2ccccc2)cc1)c1cccc(-c2cccs2)n1	7	0.1	7	-0.4
CCc1c(C)sc(NC(=O)C(C)Oc2cccc(Cl)c2)c1C(N)=O (centres undefined)	-18	-0.1	14	0.8
Clc1ccc2c(c1)[C@@H]1C=CC[C@@H]1[C@H](c1ccncc1)N2	-2	0.1	4	0.5
O=[N+]([O-])c1ccc(/C=N/Nc2nc(Nc3ccc(F)cc3)nc(N3CCCCC3)n2)cc1	10	-0.1	1	1.2
Nc1nc(SCC(=O)Nc2ccc([N+](=O)[O-])cc2)n[nH]1	15	0.0	-13	-0.7
c1ccc2c(c1)CCN(CCCNc1nc3ccccc3n3nnnc13)C2	-9	-0.1	1	6.7*
Cc1cc(Cl)c(S(=O)(=O)NCc2ccco2)cc1OCC(N)=O	-3	0.0	10	0.7
COCCN1C(=O)c2ccccc2C(C(=O)Nc2cc(C)on2)C1c1ccc(F)cc1 (centres undefined)	3	0.1	12	-0.3
Cc1occc1C(=O)NCCc1ccccc1	-70	-0.1	-9	-2.0
CNc1ccccc1-n1ccc(-c2ccccc2)n1	-11	0.5	14	1.4
COC(=O)c1ccc(Nc2nc(N3CCCC3)nc(N3CCCC3)n2)cc1	-4	0.0	-14	-0.7
O=c1c(CO)cc2cccc3c2n1CCC3	-1	-0.1	-10	0.8
CCOCCSC1=C(C#N)C(c2ccc(Cl)cc2)C(C(C)=O)=C(C)N1 (centres undefined)	-9	-0.1	-13	2.8

Next entries follow:
SMILES	TEAD-YAP inh	FBW7 act	MITF primary	GPR151 activ
Cn1cccc1/C=C(/NC(=O)c1cccs1)C(=O)NCCO	1	0.1	9	-0.1
Cc1ccc(C(C)C)c(OCC(=O)Nc2ccc(O)c(-c3nc4ccccc4o3)c2)c1	-5	0.1	20	-0.7
Cc1ccnc(NC(=O)c2noc3c2COc2ccc(C)cc2-3)c1	-15	0.0	-16	-0.5
O=C(CSC1=NCCN1)c1ccc2c(c1)-c1ccccc1C2	8	0.3	1	-1.5
c1ccc(CN2CCC(Nc3ncnc4nc(Nc5ccc(N6CCOCC6)cc5)[nH]c34)CC2)cc1	3	-0.3	9	0.1
CC(C)CC(NC(=O)OCc1ccccc1)C(=O)NC(C)C (centres undefined)	3	0.3	10	0.7
CC1CCCC(C)N1CCCNC(=O)C1c2ccccc2C(=O)N(C)C1c1cccs1 (centres undefined)	4	0.2	3	-1.5
O=C(c1ccc(Cl)cc1)N1CCN(c2ccc([N+](=O)[O-])cc2C(F)(F)F)CC1	9	-0.2	8	1.4
Cc1csc(NC(=O)CCC(=O)N(CC(=O)NC2CCCCC2)Cc2cccs2)n1	-3	-0.1	2	-0.9
Cc1nc2ccc(NC(=O)c3ccc(N(C)C)cc3)cc2s1	-41	0.1	-1	-2.1
CCOC(=O)C1C(=O)C=C(Nc2ccccc2F)CC1c1ccccc1 (centres undefined)	-48	0.2	-6	1.3
CCOc1ccc(C2C(C#N)=C(N)OC3=C2C(=O)CCC3)cc1 (centres undefined)	-6	-0.4	54*	-0.3
C=CCN(CC=C)C(=O)C[n+]1cccc(C(N)=O)c1	4	0.0	-2	0.9
Cc1cc(N)nc(-c2ccc(C(=O)N3CCN(C)CC3)cc2)n1	-11	0.0	6	8.5*
OC(CN1CCCCC1)CN1c2ccccc2Sc2ccccc21 (centres undefined)	-4	-0.6	11	1.0
COC(=O)CCn1c(=O)c2c(nc3n(-c4cc(C)cc(C)c4)c(C)c(C)n23)n(C)c1=O	-6	0.1	4	-1.2
COc1cccc(C(c2ccc(C)s2)c2ccc(C)s2)c1	2	0.1	3	1.5
c1ccc(-c2nc(NC3CC3)c3ncn(-c4ccccc4)c3n2)cc1	5	-0.2	-2	-2.5
CCN(CC)CCN1CCN(c2ccc(C(C)C)cc2)C1=O	-11	-0.1	-7	-0.4
CN(CCn1cccn1)Cc1ccc(C(=O)NC2c3ccccc3-c3ccccc32)c(=O)[nH]1	1	0.0	2	-0.2
COc1cccc(OC)c1C(=O)NCC#N	-1	-0.3	-2	-1.2
COC(=O)c1cc(OC)c(OC)cc1NC(=O)Cc1ccccc1	-5	0.1	-2	-0.6
C=CCOC(=O)C1=C(C)NC2=C(C(=O)CCC2)C1c1ccc(OCc2ccccc2)c(OC)c1 (centres undefined)	2	0.4	-7	-0.5
CCCOc1ccc(/C=N/NC(=O)C(=O)Nc2cccc(Cl)c2)cc1	3	0.2	7	-0.9
O=C(OCc1ccc(F)cc1F)c1cccc([N+](=O)[O-])c1	1	0.0	9	1.7

Going on with the list:
SMILES	TEAD-YAP inh	FBW7 act	MITF primary	GPR151 activ
COc1ccc(C(CNC(=O)c2ccc3c(c2)OCO3)N2CCN(C)CC2)cc1 (centres undefined)	3	-0.1	2	-0.9
Cc1ccc(S(=O)(=O)N/N=C/c2ccc(OCC(=O)NC3CCCCC3)cc2)cc1	5	0.3	-1	-1.6
CC(=O)Nc1nnc(SCC(=O)Nc2ccc(Cl)c(Cl)c2)s1	11	0.5	1	0.2
COCCC(=O)Nc1ccc2c(c1)CN(C(=O)CCSC)CC2	6	0.2	1	-1.4
O=C(NCc1ccccc1)c1ccc(-c2ccccc2[N+](=O)[O-])o1	6	0.0	4	-0.5
O=C(OC1=C(c2ccccc2)C(=O)c2ccccc21)c1ccc(Br)cc1	6	0.0	-5	-0.8
Cc1ccc(N(CCCCN2C(=O)c3ccccc3C2=O)C(=O)c2ccc(C(C)(C)C)cc2)cc1	-7	0.0	-3	-0.8
Cc1cccc(N(CC(=O)N2CCCCC2)S(C)(=O)=O)c1	4	0.8	18	-2.0
Cc1sc(NC(=O)c2sc3ccccc3c2Cl)c(C#N)c1C	0	-0.1	10	2.1
C/C(=N\NC(=O)c1ccc(C(C)(C)C)cc1)c1ccc(O)cc1O	-10	0.0	0	-0.5
O=C(NCCOc1ccc(Cl)cc1)c1ccc([N+](=O)[O-])cc1	-16	0.0	8	-1.0
Cn1c(=O)c2c(nc3n2CC(c2ccc(Br)cc2)=NN3c2ccccc2)n(C)c1=O	6	0.5	12	2.6
Cc1cc(C)cc(C(=O)N2CCN(S(=O)(=O)c3cc4c5c(c3)CCC(=O)N5CCC4)CC2)c1	5	0.1	8	0.7
CC(=O)Nc1ccc(S(=O)(=O)NCCc2ccc3c(c2)CCCN3C)c(C)c1	-7	-0.1	0	0.9
NC(=O)c1csc(Nc2ccc(C(F)(F)F)cc2)n1	-17	0.1	-2	1.9
Cc1ccccc1OCC(=O)NNC(=O)CCC1CCCCC1	11	0.1	-7	3.9
CCn1c(-c2cncs2)nc2ccccc21	-7	-0.1	10	0.1
O=C(C1CCOC1)N1CCc2nnc(Cc3ccccc3)n2CC1 (centres undefined)	-21	0.0	-4	0.6
CCCCCCCCOc1ccc(C2CC(=O)NC2=O)cc1 (centres undefined)	3	0.1	4	-1.0
CN(c1ccccc1)P1(=O)C=C(c2ccccc2)OC(c2ccccc2)=C1	7	0.0	4	1.1
Cc1ccc(Cl)cc1-n1c(-c2ccc3[nH]c(C)c(C)c3c2)n[nH]c1=S	0	-0.1	1	3.2
Cc1cc(-c2cncnc2C2CCN(CC(=O)Nc3cc(C)on3)CC2)on1	2	-0.2	14	-0.5
CCN(CC)CCNc1cc(C(F)(F)F)c(C#N)c2nc3ccccc3n12	3	0.1	-1	-1.2
Cc1ccccc1CNC(=O)N1CCC2(CC1)OCc1ccccc1O2	-2	0.0	-3	2.9
c1ccc(CCCNc2ncc(-c3ccsc3)n3ccnc23)cc1	-89	-0.6	-7	0.1

Record cards, as listed above. Order of values: TEAD-YAP inh | FBW7 act | MITF primary | GPR151 activ
`Cc1sc(NC(=O)c2sc3ccccc3c2Cl)c(C#N)c1C` as listed: 0 | -0.1 | 10 | 2.1
`O=C(NCc1ccccc1)c1ccc(-c2ccccc2[N+](=O)[O-])o1` as listed: 6 | 0.0 | 4 | -0.5
`CC(=O)Nc1nnc(SCC(=O)Nc2ccc(Cl)c(Cl)c2)s1` as listed: 11 | 0.5 | 1 | 0.2
`Cc1ccccc1CNC(=O)N1CCC2(CC1)OCc1ccccc1O2` as listed: -2 | 0.0 | -3 | 2.9
`Cc1cc(-c2cncnc2C2CCN(CC(=O)Nc3cc(C)on3)CC2)on1` as listed: 2 | -0.2 | 14 | -0.5

(further entries)
SMILES	TEAD-YAP inh	FBW7 act	MITF primary	GPR151 activ
CCCOc1cccc(C(=O)Nc2ccc3nn(-c4ccc(C)c(C)c4)nc3c2)c1	-25	-0.3	10	-1.1
Oc1ccc(CCNc2nc(Nc3ccccc3)nc3c2ncn3-c2ccccc2)cc1	13	0.0	-1	-1.6
COc1cccc(NC(=O)C2c3ccccc3Oc3ccccc32)c1	5	0.1	-3	0.3
CCOC(=O)CCN(Cc1ccccc1F)S(=O)(=O)c1ccc(Br)cc1	-8	0.2	15	-1.0
CC(C)(C)OC(=O)NNC(=O)c1ccc(NS(=O)(=O)c2ccc3c(c2)OCCO3)cc1	-6	0.7	18	-1.8
CCOC(=O)c1nnn(CC(=O)Nc2ccccc2CC)c1C(=O)OCC	6	0.1	12	0.9
Cc1ccc(C2=CC(c3cccc(Br)c3)n3nnnc3N2)cc1C (centres undefined)	12	0.4	7	-0.4
C=CCc1ccccc1OCc1nnc(NC(=O)Nc2cccc(Cl)c2)s1	0	0.2	-12	-0.5
COc1cccc(C2C(C(=O)Nc3ccc(Br)cn3)=C(C)NC3=C2C(=O)CCC3)c1OC (centres undefined)	-8	0.1	4	1.4
CCOC(=O)N1CCN(C(=O)CSCc2ccccc2C)CC1	-23	-0.2	-1	2.9
COC(=O)Cn1c(C)nc2ccccc2c1=O	10	0.1	-1	0.8
CCOc1ccc(C2C(=O)N(C3CCCCC3)CC(=O)N2Cc2cccs2)cc1OC (centres undefined)	-13	-0.4	-5	0.8
Cc1cc(OCCCCCNCCO)ccc1Cl	-11	0.0	13	0.1
COCC1=C(C(=O)OC)C(c2ccc([N+](=O)[O-])cc2)C(C#N)=C(N)O1 (centres undefined)	13	-0.1	3	-0.2
Cc1cccc(C(=O)N/C(=C/c2ccc(N(C)C)cc2)C(=O)O)c1	1	-0.1	-2	-0.1
COc1ccc(C)cc1NC(=O)c1oc2ccc(S(=O)(=O)N3CCOCC3)cc2c1C	3	0.1	14	1.1
CCn1nc(OC)c([N+](=O)[O-])n1	4	-0.1	9	-0.5
Cc1ccc(C(=O)Nc2c3c(nn2-c2ccc(F)cc2)CSC3)cc1	-11	0.0	1	1.5
Cc1nc2c(c(=O)[nH]1)CCN(Cc1sccc1C)C2	3	0.0	5	0.1
CCN(CC)CCNC(=O)Cn1cnc2sc(C)c(S(=O)(=O)N3CCOCC3)c2c1=O	9	0.3	-8	0.4
CCOC(=O)N1CCN(c2c(N3CCC(N4CCCCC4)CC3)c(=O)c2=O)CC1	0	-0.1	2	-0.8
N#Cc1ccc(OCC(=O)N2CCC(C(N)=O)CC2)cc1	-5	0.0	-4	0.2
C[C@@H]1NC(=O)[C@@H]2C[C@H](NC(=O)c3cc(F)c(F)cc3F)CN2C1=O	2	0.9	15	-1.4
CNNCc1ccc(C(=O)NC(C)C)cc1	-6&-7	-0.2&-0.1&0.0	-3&2&-18	0.9&1.8&-1.4
Cc1[nH]c2ccccc2c1C(Nc1nccs1)c1ccc(F)cc1 (centres undefined)	-28	-0.1	4	0.4
O=C(O)C1CC(=O)N(c2ccc(OCc3ccc(Br)cc3)cc2)C1 (centres undefined)	0	0.1	13	0.6
CC1Sc2cc(S(=O)(=O)N3CCC(C(N)=O)CC3)ccc2NC1=O (centres undefined)	-4	0.0	-6	0.3
CCN(CC)c1ncnc2sc(C(=O)N(C)Cc3ccccc3)c(C)c12	-9	-0.1	3	0.9
